Source: PubChem
Rat MKP-3 inhibitors: MKP-3 phosphatase inhibitors, primary screen, biochemical, rat enzyme, in vitro (AID 425) | hit rate 0.17% among 110,000 | one-dose inhibition, % at 20 µM; IC50 in µM for titrated hits | recombinant MKP-3 phosphatase activity, fluorescence; higher % means a stronger effect | Dual specificity protein phosphatase 6 (Rattus norvegicus); in the data active = inhibition above about 50%;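 note: plate controls were vehicle for no effect and reference inhibitor for full effect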
Hsp70 inhibitors: Hsp70 inhibitors, probe displacement, primary screen, biochemical, fluorescence polarization (AID 583); Heat shock 70 kDa protein 1A (Homo sapiens); Hsp70 fluorescence polarization probe displacement, mP; higher % means a stronger effect; one-dose displacement, % at 20 µM; IC50 in µM for titrated hits; hit rate 0.06% among 140,000; in the data active = displacement above about 50%;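 note: plate controls were vehicle for no effect and reference ligand for full effect; a part of the inactive calls stands beside numbers as strong as those of hits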
An asterisk follows results filed as active; nt = no result given; & = joins results of further samples.

| Rat MKP-3 inhibitors | Hsp70 inhibitors | structure |
| --- | --- | --- |
| 2.1% | -2.2% | Nc1ccc(S(=O)(=O)Nc2nccc(/C=C/c3ccc(F)cc3)n2)cc1 |
| 3.6% | -0.5% | CCN(CC)c1ccc(-c2nc3cnccc3n2C)cc1 |
| -0.2% | 0.2% | CCOC(=O)C1=C(C)N(CC)C(=O)NC1c1ccccc1Cl (centres undefined) |
| 3.7% | -8.1% | O=C(CCN1C(=O)/C(=C\c2cccs2)SC1=S)Nc1cc(Cl)ccc1O |
| 2.7% | 4.5% | Cc1cccc(N2C(=O)/C(=C3/C(=O)N(C)c4ccccc43)SC2=S)c1C |
| -4.6% | 3.9% | Cc1ccc(Cl)cc1N1CCN(Cc2nnnn2Cc2ccco2)CC1 |
| -13.1% | 3.4% | c1ccc(-c2csc3nnc(SCc4ccc5c(c4)OCO5)n23)cc1 |
| 3.4% | 4.3% | C=CCSc1nnc2n(-c3ccccc3OC)c(=O)c3c4c(sc3n12)CCC4 |
| -2.1% | 0.2% | CCc1cc(=O)oc2cc3oc(C)c(C)c3cc12 |
| 4.4% | -0.3% | COc1ccc(/C=c2\sc3nc(-c4ccccc4)nn3c2=O)cc1 |
| 1.8% | 2.2% | CN(C1=NC(=O)S/C1=C\c1ccc([N+](=O)[O-])cc1)c1ccc(O)cc1 |
| -0.1% | 0.0% | COC(=O)c1ccccc1N1C(=O)c2ccc(C(=O)O)cc2C1=O |
| nt | -1.9% | COC(=O)c1ccccc1NC(=O)CSc1nnc(C(CO)NC(=O)c2ccccc2Cl)n1C (centres undefined) |
| nt | -3.9% | O=C(CSc1ncccn1)N1CCN(Cc2ccccc2)CC1 |
| 21.1% | -5.4%&4.1% | Oc1ccc(Nc2nc3ccccc3nc2Nc2ccc(O)cc2)cc1 |
| -10.2% | -1.6% | O=C(CCc1nc(-c2ccccc2F)no1)NCCN1CCOCC1 |
| 0.0% | 2.5% | Nc1ccc(Cl)cc1-n1nc(-c2ccc(F)cc2)c2ccccc2c1=O |
| -10.6% | -3.6% | C=CCc1c(C)nc(SC(C)C)[nH]c1=O |
| -6.7% | 2.5% | Cc1cc(C)n(Cc2ccc(C(=O)O)o2)n1 |
| -1.8% | -3.4% | COc1ccc(N=C2SC(CC(=O)Nc3ccccc3)C(=O)N2CC2CCCO2)cc1 (centres undefined) |
| nt | -0.8% | COC(=O)C(O)(CC(=O)Nc1cc(OC)c(OC)c(OC)c1)C(F)(F)F (centres undefined) |
| -3.6% | -0.3% | Cc1c(NC(=O)NC(C)N2C(=O)C3C4C=CC(C4)C3C2=O)c(=O)n(-c2ccccc2)n1C (centres undefined) |
| -10.7% | 7.4% | CCOC(=O)c1c(-c2ccc(C)o2)csc1NC(=O)CSc1nncs1 |
| nt | -6.8% | COc1ccc(CN2CCn3ncc(C(=O)Nc4ccc(Cl)cc4Cl)c3C2=O)cc1 |
| -2.7% | 4.8% | Cc1cc(OCC(=O)Nc2ccc(-c3nc4ccccc4s3)c(O)c2)ccc1Cl |
| nt | 4.5% | CCOC(=O)N1N=C(CC)CC1(O)C(F)(F)F (centres undefined) |
| nt | 9.6% | CCC(C)OC(=O)C1=C(C)O[C@]23OC(N)=C(C#N)[C@]12C(=O)c1ccccc13 (some centres undefined) |
| 3.1% | -1.4% | C=CCN1C(=O)/C(=C\c2c(OC)ccc3ccccc23)C(=O)NC1=S |
| -4.8% | 3.9% | N=c1oc2ccccc2cc1-c1nc2ccccc2c(=O)[nH]1 |
| -2.4% | -1.6% | CCCCc1nccn1CCn1ccnc1CCCC |
| nt | -2.0% | Cc1nc(SC2CC(=O)N(c3cc(Cl)cc(Cl)c3)C2=O)nc2c1CCCC2 (centres undefined) |
| -2.0% | 3.4% | COc1ccc(CC(=O)Nc2nc(C)cs2)cc1OC |
| nt | -2.9% | CCOC(=O)c1c(NC(=O)Cn2nnc(-c3ccc(Cl)cc3)n2)sc(C)c1C |
| -5.3% | 4.8% | Cn1c(C(=O)Nc2ccc3c(c2)OCCO3)cc2c(=O)n(C)c3ccccc3c21 |
| -7.0% | -2.1% | CSCCC(NC(=O)c1ccco1)C(=O)O (centres undefined) |
| 1.8% | -0.8% | O=S(=O)(NCC(c1ccccc1)N1CCOCC1)c1ccccc1 (centres undefined) |
| 3.2% | 4.0% | Cc1[nH]c2ccccc2c1/C=C/c1nc2ccccc2c(=O)n1-c1ccc([N+](=O)[O-])cc1 |
| 0.6% | -2.7% | CC1=C(C(=O)Nc2ccccc2)C(c2ccc(F)cc2)N2C(=O)CSC2=N1 (centres undefined) |
| -5.5% | 0.1% | COc1ccc(CNc2ccc(S(N)(=O)=O)cc2)c(OC)c1OC |
| 1.7% | 4.9% | COc1cc(NC(=O)c2cccc(Cl)c2)ccc1NC(=O)c1cc2ccccc2o1 |
| 4.1% | -1.2% | O=C(/C=C/c1cccs1)N1CCN(C/C=C/c2ccccc2)CC1 |
| -0.8% | -3.6% | CCOC(=O)C1CCN(c2c(NCCN3CCCCC3C)c(=O)c2=O)CC1 (centres undefined) |
| 3.6% | nt | O=c1c2c3c(sc2nc2n1CCC2)CCC3 |
| 3.7% | 0.0% | C/C(=C1/C(=O)N(c2ccc([N+](=O)[O-])cc2)N=C1c1ccccc1)N(C)C |
| 3.9% | 5.5% | O=C(CN1CCOCC1)NCC1COc2ccccc2O1 (centres undefined) |
| -5.2% | 2.9% | CCn1c(SCC(=O)Nc2ccc3c(c2)OCO3)nnc1-c1ccccc1O |
| -3.5% | 0.4% | CN(C)C/C(Cl)=C(\Cl)c1ccccc1 |
| 4.0% | -0.3% | O=C(OCc1nc2ccccc2s1)C1CCN(C2=NS(=O)(=O)c3ccccc32)CC1 |
| 7.3% | 11.5% | O=C(O)c1cc(Cl)c2ccccc2c1O |
| -9.9% | -8.1% | O=S(=O)(NC1CC1)c1ccc(S(=O)(=O)N2CCCC(c3nc(-c4cccnc4)no3)C2)cc1 (centres undefined) |

(cont.)
| Rat MKP-3 inhibitors | Hsp70 inhibitors | structure |
| --- | --- | --- |
| -3.9% | 4.8% | O=C(c1ccccc1F)N1CCN(S(=O)(=O)c2ccc3c(c2)OCCO3)CC1 |
| 1.1% | -0.5% | COc1cc(C(=O)n2nc(C)c(Sc3ccccc3[N+](=O)[O-])c2C)cc(OC)c1OC |
| nt | 5.4% | O=C(CN1CCCN(S(=O)(=O)c2ccc(Br)s2)CC1)Nc1ccc(Cl)cc1 |
| -5.0% | -0.9% | COc1ccc(/C(O)=C2/C(=O)C(=O)N(CCCN(C)C)C2c2cccc(Cl)c2)cc1OC (centres undefined) |
| 2.7% | -0.8% | Cc1ccc(N=Cc2ccc(O)c(O)c2)c(C)c1 |
| nt | 3.8% | COc1cccc(NC2C=CS(=O)(=O)C2)c1 (centres undefined) |
| 4.5% | 2.4% | c1ccc(CN2CCN(c3nc(-c4ccccn4)nc4ccccc34)CC2)cc1 |
| 0.6% | 4.9% | O=C(O)CCC(=O)Nc1ccc(NC(=O)c2ccc(Cl)cc2Cl)c(Cl)c1 |
| -7.0% | 0.8% | CC(=O)c1ccc(N2CCN(C(=O)COc3ccc(F)cc3)CC2)c(F)c1 |
| nt | -4.2% | CCOc1cc(/C=N/NC(=O)Cn2nc([N+](=O)[O-])cc2C)cc(Br)c1OCc1ccccc1F |
| 1.4% | -9.2% | O=C(CSc1nnc(-c2ccc(Cl)cc2)n1Cc1ccco1)c1cccs1 |
| 1.2% | 1.5% | Cc1sc(NC(=O)c2ccccc2C(=O)O)c(C#N)c1C |
| 1.9% | -6.6% | Cc1nc2c(-c3ccccc3)c(C)nn2c(C(C)(C)C)c1C |
| -6.7% | 2.2% | COc1ccc(C2(CNC(=O)CCC(=O)O)CCCC2)cc1 |
| -11.2% | -1.2% | COc1ccc(C(=O)N(CC(=O)NC(C)(C)C)c2ccc3c(c2)OCCO3)cc1OC |
| -6.4% | -2.4% | CCN(CC(=O)Nc1ccc2c(c1)OCCO2)C(=O)C1CCCCC1 |
| -4.1% | -8.9% | O=C(c1cnn2c1NC(c1ccco1)CC2C(F)(F)F)N1CCN(c2cccc(Cl)c2)CC1 (centres undefined) |
| 2.2% | 0.5% | Cc1ccc2nc(NC3=NCN(CCc4ccccc4)CN3)nc(C)c2c1 |
| 1.4% | 6.6% | CCOC(=O)N1CCC(Nc2cccc(SC)c2)CC1 |
| 9.5% | -3.2% | CCCC(=O)Nc1nc2c(OC)ccc(OC)c2s1 |
| -1.8% | 8.4% | COc1ccccc1NC(=O)CN1CCN(c2ccccc2F)CC1 |
| 2.7% | 5.9% | Cc1ccccc1-c1nc(CS(=O)(=O)CC(=O)N2CCc3ccccc32)c(C)o1 |
| nt | -1.0% | Cc1ccc(S(=O)(=O)NCC(=O)N(CC(=O)NC2CCCCC2)CC2CCCO2)cc1 (centres undefined) |
| 1.7% | 2.9% | O=[N+]([O-])c1ccc(C=Nc2cccc(Cl)c2)cc1 |
| -3.9% | -0.9% | c1cc(-c2nnc(-c3ccncc3)o2)ccn1 |
| -10.8% | 19.1% | CC(CCc1ccccc1)NC(=O)C1CCCN(c2nnc(-n3cccc3)s2)C1 (centres undefined) |
| nt | 0.8% | COc1cc(C(c2c(C)[nH][nH]c2=O)c2c(C)[nH][nH]c2=O)ccc1OS(=O)(=O)c1ccccc1 |
| -0.4% | 5.7% | COCCN(CCOC)S(=O)(=O)c1ccc(C(=O)Nc2nnc(C3CC3)o2)cc1 |
| 2.5% | -3.9% | Cc1ccnc(NC(=S)NC(=O)/C=C/c2ccccc2)c1 |
| 2.4% | 3.0% | Cc1ccc(C(=O)N/C(=C/c2ccc(Br)cc2)c2nc3ccccc3[nH]2)cc1 |
| 0.8% | 2.4% | COC(=O)c1c(NC(=O)CN2C(=O)c3ccccc3C2=O)sc2c1C(C(=O)OC)CC2 (centres undefined) |
| -0.1% | -3.5% | COc1cc(C=C2C(=O)NC(=S)NC2=O)ccc1OC(C)C |
| -2.1% | 4.3% | COc1ccc(Oc2coc3cc(OCC(=O)O)ccc3c2=O)cc1 |
| -8.7% | -2.8% | CN1CCN(c2nc3ccccc3nc2C(C#N)C(=O)OC2CCCCC2)CC1 (centres undefined) |
| 1.2% | -3.9% | O=C(NCC1CCCO1)c1ccc(C2SCC(=O)N2Cc2ccccc2)cc1 (centres undefined) |
| 2.4% | 1.9% | CC(C)c1ccc(OCC(=O)Nc2ccc(F)cc2)cc1 |
| 0.0% | -6.5% | N#Cc1ccccc1NC(=O)COC(=O)CSc1nc2ccccc2o1 |
| -6.8% | -6.6% | CC(C)(C)NC(=O)Cn1c(=O)oc2cc(S(=O)(=O)N3CCc4ccccc43)ccc21 |
| nt | 1.8% | Cc1ccccc1NC1=NC(=S)N(c2ccccc2)C12CCOC(C)(C)C2 (centres undefined) |
| -6.1% | nt | COc1ccc(S(=O)(=O)Cc2ccc(C(=O)NCCc3ccc(S(N)(=O)=O)cc3)o2)cc1 |
| 3.0% | 0.2% | COc1ccccc1C(=O)NC(C)c1nc2ccccc2[nH]1 (centres undefined) |
| nt | 0.1% | CCOC(=O)CNC(=O)c1cccs1 |
| -16.5% | 12.1% | CC(C)[C@@H]1NC(=O)N(c2ccc(Oc3ccccc3)cc2)C1=O |
| -4.6% | -1.5% | O=C(Nc1ccccc1C(=O)N1CCN(Cc2ccccc2)CC1)c1ccccn1 |
| 4.1% | -0.5% | O=C1CC(c2ccccc2Br)c2c(ccc3ccccc23)N1 (centres undefined) |
| -2.8% | 9.8% | CCc1nc(NCC(C)C)c(C#N)c2c1COC(C)(C)C2 |
| -2.2% | -1.7% | CCOC(=O)c1nc2nc(-c3cccs3)cc(C(F)(F)F)n2n1 |
| 5.7% | -2.5% | N#Cc1c(N)nc2c(c1-c1cccc(O)c1)CCCCC2 |
| -0.7% | nt | C=CCSc1nnc(-c2ccncc2)n1-c1ccc(OCC)cc1 |
| 1.3% | 1.0% | O=C(C1CCC(CNc2nc(=S)[nH]c3ccccc23)CC1)N1CCN(c2ccccn2)CC1 (centres undefined) |

(next part)
| Rat MKP-3 inhibitors | Hsp70 inhibitors | structure |
| --- | --- | --- |
| -0.6% | 1.4% | O=C1OCc2cc(NC(=O)C3CCCCC3)ccc21 |
| 0.2% | 0.9% | C=CCN(CC=C)S(=O)(=O)c1ccc2nsnc2c1 |
| nt | 5.5% | O=S(=O)(NCc1ccccc1)c1cccc(S(=O)(=O)N2CCOCC2)c1 |
| nt | 1.7% | CNC(=O)CSc1nnc(-c2ccco2)n1-c1ccc(C)cc1 |
| -13.8% | -1.2% | O=C(CCc1nc(-c2ccccc2F)no1)NCc1ccco1 |
| -5.6% | 6.2% | O=C(CCN1CCN(C(=O)c2ccco2)CC1)Nc1ccc(F)cc1 |
| -2.2% | 1.3% | O=C1C(=O)N(Cc2cccnc2)C(c2ccccn2)/C1=C(/O)c1ccc(F)cc1 (centres undefined) |
| nt | -2.9% | O=C(NCc1ccco1)c1ccccc1NS(=O)(=O)c1ccc(Cl)s1 |
| -14.1% | 4.6% | Cc1ccccc1Cn1nc(C)c(NC(=O)c2cc3n(n2)C(C(F)F)CC(C(F)F)N3)c1C (centres undefined) |
| 3.4% | 2.4% | O=C(O)COc1ccccc1/C=N/NC(=O)Cc1ccc(Br)c2ccccc12 |

These rows are one share of the data. The share of hits here may be higher or lower than overall.
